H9c2 protect = cardioprotection against H2O2-induced cell death, primary screen, uHTS, H9c2 cells, ATPLite luminescence; protection from H2O2 cell death, % at 20 µM; AID 588492, 2011; H9c2 cardiomyocytes, H2O2 injury protection, 2 h; hit rate 0.63% among 360,000;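 active means compounds giving at least 50% protection of heart cells from peroxide-induced death in the single-dose screen, raw or plate-pattern-corrected value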;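 further: 0% = DMSO wells with peroxide and 100% = DMSO wells without peroxide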
aDG glyco up = activators of alpha-DG glycosylation, primary screen, uHTS, Pro5-aDG cells, AlphaScreen. alpha-DG glycosylation AlphaScreen (IIH6); 0% Pro5, 100% B10-LARGE cell signal. activation, % at 10 µM. hit rate 0.22% among 360,000. AID 624168, 2012;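 active means activation of at least 8% versus controls, or a plate z-score of at least 8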;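 further: Pro5 are CHO cells carrying HIG-tagged alpha-DG that lacks glycosylation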
Glyco luc inh = increase of ERlucT glycosylation luciferase signal, primary screen, N-linked glycosylation inhibitor project, D54 ERlucT cells, luminescence, set 2; D54 ERlucT glycosylation luciferase reporter, 24 h; percent of 100 nM tunicamycin response; reporter increase, % at 12.5 µM; hit rate 0.23% among 360,000;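 active means mean luciferase reporter signal, scaled so untreated is 0 and the glycosylation-blocking control 100, at or above a set limit in every replicate; inconclusive means mean reaches the limit but not every replicate does; inactive means mean below the limit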;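 further: luciferase carries N-glycosylation sites so blocking glycosylation raises the light; 0% = median of neutral control wells and 100% = median of 100 nM tunicamycin wells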
Vif imaging = HIV Vif self-association inhibitors, primary screen, imaging, HEK293T, single point; AID 602346, 2012; HEK293T cells, Vif self-association by quenched fluorescence, 24 h; hit rate 0.35% among 340,000; inhibition, % at 7.49 µM; in the data active means inhibition above about 50%, passing the limit was not always enough; inconclusive means no clear call, values can overlap the other calls; inactive means below about 31%; further: some results filed as inactive read as strong as hits
ABCB6 inh MLPCN = ABCB6 transporter inhibitors, primary screen, K562-ABCB6 cells, flow cytometry, MLPCN library; K562-ABCB6 porphyrin accumulation, 1 h; stronger effect = lower value; fluorescence ratio to DMSO, % at 10 µM; ATP-binding cassette sub-family B member 6 (Homo sapiens), Q9NP58; hit rate 0.19% among 360,000; AID 602162, 2011;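 active means fluorescence ratio to DMSO below 75%, the collection mean minus 3 SD; inconclusive means too few cells collected in the well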;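 further: signal is porphyrin accumulated inside mitochondria; 100% equals median channel fluorescence of DMSO control wells; lower ratio means ABCB6 inhibition with less porphyrin fluorescence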
Target sequence (Q9NP58 whole entry, looked up): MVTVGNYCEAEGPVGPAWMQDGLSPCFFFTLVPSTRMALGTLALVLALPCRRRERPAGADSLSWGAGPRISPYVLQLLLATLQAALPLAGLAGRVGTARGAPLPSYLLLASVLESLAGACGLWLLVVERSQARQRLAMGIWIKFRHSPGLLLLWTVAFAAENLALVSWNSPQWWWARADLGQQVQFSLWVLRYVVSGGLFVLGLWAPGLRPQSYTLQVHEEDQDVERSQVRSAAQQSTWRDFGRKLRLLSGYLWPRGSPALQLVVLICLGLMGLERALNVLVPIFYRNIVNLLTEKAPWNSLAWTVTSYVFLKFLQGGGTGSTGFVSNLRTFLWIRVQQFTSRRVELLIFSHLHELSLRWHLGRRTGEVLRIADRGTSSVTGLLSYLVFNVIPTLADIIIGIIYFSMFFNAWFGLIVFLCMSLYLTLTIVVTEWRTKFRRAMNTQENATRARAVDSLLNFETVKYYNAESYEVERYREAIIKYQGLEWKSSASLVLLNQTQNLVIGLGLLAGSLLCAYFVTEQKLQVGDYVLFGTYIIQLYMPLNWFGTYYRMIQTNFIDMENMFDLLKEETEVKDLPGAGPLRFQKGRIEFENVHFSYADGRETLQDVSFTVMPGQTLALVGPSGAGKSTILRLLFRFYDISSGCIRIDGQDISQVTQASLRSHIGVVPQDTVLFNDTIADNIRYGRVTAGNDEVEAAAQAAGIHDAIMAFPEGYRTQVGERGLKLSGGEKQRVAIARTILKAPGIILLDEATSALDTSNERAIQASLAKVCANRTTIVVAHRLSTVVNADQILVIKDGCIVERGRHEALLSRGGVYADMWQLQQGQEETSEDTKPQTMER
iPSC survival up = enhancers of single-cell hiPSC survival, primary screen, ATPlite luminescence | 100% = ROCK inhibitor wells, 0% = DMSO | survival enhancement, % at 20 µM | hit rate 0.044% among 360,000; in the data active means survival enhancement above about 18%;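 further: cells exposed to compounds for 16 hours before the ATP read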
m5-HT2A agonist = mouse Htr2a agonists via beta-arrestin recruitment, primary screen, cell-based, luminescence; 5-hydroxytryptamine receptor 2A (Mus musculus), P35363; CHO-K1 mHTR2A beta-arrestin complementation; percent of 30 µM serotonin response; activation, % at 7.6 µM; hit rate 0.66% among 360,000;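 active means activation above a run cutoff, the mean activation of all tested compounds plus 3 SD, cut at about 14% in these data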;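 further: 0% = plate median of compound wells and 100% = 30 µM serotonin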
CaV13 ICDI inh = Disruptors of the CACNA1D IQ motif to Ca2+-dependent inactivation inhibitor domain association, primary screening, Förster resonance energy transfer in intact living … | HEK cells, CFP/YFP FRET ICDI-IQ, plate reader, 10 min; percent FRET-ratio fall versus neutral wells | inhibition, % at 12.3 µM | hit rate 0.098% among 340,000;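 active means mean replicate inhibition of at least 30% and at least 1% of replicates passing that level; inconclusive means only one of the two criteria is met; inactive means neither criterion is met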;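 further: 0% = median of the neutral control wells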
PDI turbidity = inhibitors of human PDI, primary screen, biochemical, turbidity, single point, plate reader. Protein disulfide-isomerase (Homo sapiens), P07237. PDI insulin aggregation turbidity, A650, 90 min. inhibition, % at 10 µM. hit rate 0.052% among 350,000. AID 588391, 2011;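 active means mean inhibition across replicates of 30% or more, whatever share of single replicates reach that level; inconclusive means mean inhibition below 30% while every single replicate reaches 30%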;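 further: absorbance from insulin aggregation driven by PDI reduction with DTT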
Exocytosis inh = LAMP-1 surface exposure blockers, TALL-104 cells – cell-based, flow cytometry, MLPCN library, primary screen; TALL-104 LAMP-1 surface exposure; cells stimulated with thapsigargin and PMA; AID 651702, 2012; inhibition, % at 10 µM; hit rate 0.66% among 360,000;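 active means inhibition above about 55%, limit read from the data; inconclusive means no clear call, values can overlap the other calls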
Starred values were filed as active, the others as inactive; ? = inconclusive; / = not tested or not shown. The list is partial (hit frequency here may not be typical).

SMILES	H9c2 protect	aDG glyco up	Glyco luc inh	Vif imaging	ABCB6 inh MLPCN	iPSC survival up	m5-HT2A agonist	CaV13 ICDI inh	PDI turbidity	Exocytosis inh
CC1CN(c2cc([N+](=O)[O-])ccc2Cl)CC(C)N1 (stereo not given)	4	-0.3	1	-3	106	-2.1	-3	6	0	0
C[C@H](CO)N1C[C@H](C)[C@@H](CN(C)C(=O)Oc2cccc3ccccc23)OCc2cn(nn2)CCCC1=O	2	-0.2	1	5	100	2.3	12	-3	-5	-2
Cc1cc(C)c(NC2=NCCS2)cc1C	0	0.7	0	20	96	-1.9	12	-7	0	-6
CCCCSP1(=S)NCCCN1	10	-0.3	0	8	97	6.6	0	-7	2	-7
O=C1NC(=O)N(CCNc2ncc(C(F)(F)F)cc2Cl)C(=O)C1/C=N/OCc1c(F)cccc1Cl (stereo not given)	16	0.2	0	-1	97	0.3	10	/	0	1
CCC1(CC)C(=N)N(C)C(=O)NC1=O	-5	-0.3	0	5	101	3.6	-1	-5	12	1
O=C1OC(c2ccc(Br)cc2)=N/C1=C\N1CC2CC(C1)c1cccc(=O)n1C2 (stereo not given)	1	0.1	-1	3	98	-0.4	1	5	2	-3
COc1cccc(CN2CCN(C(=O)COc3ccc4ccccc4c3)CC2)c1	2	0.3	-2	-4	99	-2.5	3	-5	0	3
CCNc1nc2[nH]c(=O)c3c(c2s1)OC(N)=C(C#N)C3c1cccs1 (stereo not given)	35	-0.1	2	-3	101	-3.4	4	/	-7	-2
C#CC[N+]1(C)[C@@H]2CC(OC(=O)C(CO)c3ccccc3)C[C@H]1C(O)C2 (stereo not given in full)	0	0.0	2	1	97	-0.2	7	-5	2	-5
CCC1(CC)C(=O)N(C)C(=O)NC1=NC	5	0.0	-1	-3	95	-0.1	2	-4	3	-1
CCN1C[C@]2(CO)CC[C@H](OC)[C@@]34C2[C@H](OC)[C@@](O)(C13)[C@@]1(O)C[C@H](OC)[C@H]2C[C@@H]4[C@@H]1[C@H]2OC	2	-0.1	1	6	99	2.4	-7	-18	1	-5
O=c1[nH]c(=S)n(-c2ccccc2)c(O)c1/C=N/N1CCCCC1c1cccnc1 (stereo not given)	2	0.0	2	0	102	2.6	1	-15	2	0
O=C(COc1ccc(S(=O)(=O)N2CCCCC2)cc1)N1CCN(Cc2ccccc2)CC1	-11	0.0	-2	-12	92	-0.2	-2	-4	-11	0
Cc1ccc(C(=O)Nc2ccc(-n3ccnc3P(=O)(O)c3ccccc3)cc2)cc1	2	-0.1	1	-1	96	1.3	6	-7	19	-4
Cc1cc(NC(=O)CCl)on1	2	0.2	-2	0	98	0.4	2	-3	-3	5
Cc1ccc(-c2nn(Cc3ccccc3)cc2C=O)cc1	-6	-0.1	0	-5	109	-0.1	-3	0	-5	5
CCN(CC)c1ccc(N=Cc2c(O)n(CCC3=CCCCC3)c(=O)[nH]c2=O)cc1	-11	-0.2	2	-7	129	1.4	-4	-5	-22	-6
O=[N+]([O-])c1cccc2c([N+](=O)[O-])cccc12	-4	-0.1	1	-6	105	3.0	-2	/	/	-1
COc1ccc(C(=O)OC2CC3CCC(C2)[N+]3(C)[O-])cc1OC (stereo not given)	2	0.1	3	/	99	1.5	-7	-20	-3	-7
Cc1ccc(/C=C2/C(=O)NC(=O)N(CCc3ccc(F)cc3)C2=O)o1	12	0.0	3	7	104	3.2	-1	-1	-2	9
CN(C)c1cc[n+](CC(O)C[n+]2ccc(N(C)C)cc2)cc1	-4	-0.2	2	0	91	-1.7	7	-4	5	4
OC12CCCCC1C(c1ccccc1)NCC2 (stereo not given)	-1	0.0	0	10	97	-2.0	-3	-11	3	2
Cc1sc2nc(COC(=O)Cc3ccccc3)[nH]c(=O)c2c1C	53*	0.1	2	3	102	-2.0	3	-4	-2	0
COc1ccc(-n2c(SC)nc3ccccc3c2=O)cc1	-8	-0.3	-1	-3	98	9.5	3	-4	-2	0

Some of the entries so far, field by field.
canonical_smiles: O=C1NC(=O)N(CCNc2ncc(C(F)(F)F)cc2Cl)C(=O)C1/C=N/OCc1c(F)cccc1Cl (stereo not given)
- H9c2 protect: 16
- aDG glyco up: 0.2
- Glyco luc inh: 0
- Vif imaging: -1
- ABCB6 inh MLPCN: 97
- iPSC survival up: 0.3
- m5-HT2A agonist: 10
- CaV13 ICDI inh: /
- PDI turbidity: 0
- Exocytosis inh: 1

canonical_smiles: Cc1ccc(C(=O)Nc2ccc(-n3ccnc3P(=O)(O)c3ccccc3)cc2)cc1
- H9c2 protect: 2
- aDG glyco up: -0.1
- Glyco luc inh: 1
- Vif imaging: -1
- ABCB6 inh MLPCN: 96
- iPSC survival up: 1.3
- m5-HT2A agonist: 6
- CaV13 ICDI inh: -7
- PDI turbidity: 19
- Exocytosis inh: -4

canonical_smiles: CCN1C[C@]2(CO)CC[C@H](OC)[C@@]34C2[C@H](OC)[C@@](O)(C13)[C@@]1(O)C[C@H](OC)[C@H]2C[C@@H]4[C@@H]1[C@H]2OC
- H9c2 protect: 2
- aDG glyco up: -0.1
- Glyco luc inh: 1
- Vif imaging: 6
- ABCB6 inh MLPCN: 99
- iPSC survival up: 2.4
- m5-HT2A agonist: -7
- CaV13 ICDI inh: -18
- PDI turbidity: 1
- Exocytosis inh: -5

(continued)
SMILES	H9c2 protect	aDG glyco up	Glyco luc inh	Vif imaging	ABCB6 inh MLPCN	iPSC survival up	m5-HT2A agonist	CaV13 ICDI inh	PDI turbidity	Exocytosis inh
C=CC(C)C(C(=O)c1ccccc1)N(C)C (stereo not given)	-2	-0.2	0	-2	96	0.0	3	5	7	-1
COC(=O)C1C2c3ccccc3C(c3ccccc32)C1C(=O)OC (stereo not given)	-1	0.1	1	-6	100	0.0	-2	-5	-3	-2
C[N+]12CCC(CC1)C(=C(c1ccccc1)c1ccccc1)C2	3	0.1	2	3	100	-1.9	-1	-3	-17	-3
CC1COC2N=C(N[N+](=O)[O-])NC2O1 (stereo not given)	6	-0.4	2	11	98	0.6	-2	-3	0	3
CC1(C)CC(=O)C(C=NCCN2CCN(C(=O)Cc3ccc(Cl)cc3)CC2)=C(O)C1	-3	0.0	1	3	98	0.8	3	-4	-1	0
CC1(C)C(c2ccccc2)=NC(c2cccnc2)N1O (stereo not given)	9	0.1	0	3	91	6.2	3	-4	2	-1
CC[C@H](C)[C@@H]1NC(=O)[C@@H](CC(C)C)NC(=O)[C@H](C(C)C)NC(=O)[C@H]2CSSC[C@H](NC1=O)C(=O)N2	-6	0.0	-22	/	85	-4.8	57*	-5	/	13
Cc1ccnc(-n2c(C)nc3ccccc3c2=O)c1	4	7.8*	2	9	97	-0.2	1	/	-8	-1
C=CCc1ccc(OC)cc1	0	0.1	-2	-14	104	-2.4	-1	/	/	-4
COC(=O)C1=C(c2c(C)noc2C)C[C@@H]2CC[C@H]1N2C(=O)N1CCOCC1	3	0.8	1	-1	98	4.0	0	-11	-1	-9
CC(NS(=O)(=O)OCC(Cl)(Cl)Cl)c1ccccc1 (stereo not given)	-9	0.0	-1	-2	96	-1.2	10	-6	-9	-3
CNC(=O)C[C@H]1CC[C@@H]2NC[C@H](O)COC[C@H]2O1	/	-0.1	/	/	/	/	0	-6	/	-10
C/C(=N\NC(=S)Nc1ccccc1)c1c(O)n(C)c(=O)n(C)c1=O	-3	-0.1	4	7	93	-1.4	6	-4	-5	-2
Cc1ccc(S(=O)(=O)N2CC2(C)CCl)cc1 (stereo not given)	24	-0.1	12	34	96	-0.3	2	-6	5	-6
COC(=O)C1C(O)C(C)C(O)C(C)/C=C\C=C(/C)C(=O)Nc2c(C)c(OC(C)=O)c3c(c2O)C(=O)C(C)=C2OCOC(=C23)/C(C)=C/C(C)(O)C(O)C(C)C1O (stereo not given)	-2	0.0	3	-1	97	0.5	5	-4	-1	7
CCC(C)C(NC(=O)CCCNC(=O)CCC(=O)OC1O[C@H]2OC3(C)CC[C@H]4[C@H](C)CCC(C1C)C24OO3)C(=O)O (stereo not given in full)	6	1.0	7	-5	97	-0.1	21*	-1	1	-7
CCC(=O)N1CC(=O)Nc2ccc(Cl)cc2C1c1ccc(F)cc1 (stereo not given)	1	-0.4	1	5	90	-0.9	7	-4	-2	-1
C#C[C@]1(O)CC[C@H]2[C@@H]3CCC4=Cc5nc6nc7ccccc7n6cc5C[C@]4(C)[C@H]3CC[C@@]21C	4	0.3	2	?	117	-1.4	9	-7	-10	-6
CCCCn1c(O)c(C(CC)=Nc2cccc(C(=O)O)c2)c(=O)[nH]c1=O	5	4.2	-1	5	104	-0.4	-1	/	1	-10
CN1C(=O)/C(=C/c2ccc(Cl)s2)C(=O)NC1=S	-10	0.0	8	3	117	-0.5	9	-3	2	13
O=[N+]([O-])c1cccc(CN2CC=C(c3ccc(F)cc3)CC2)c1	-8	-0.1	-1	-3	98	-0.7	-9	-2	-8	0
CN1CCN(c2ccc(N)c(N3CCN(C)CC3)c2)CC1	8	0.0	-1	-4	102	-0.6	1	-4	-1	0
O=c1cccc2n1CC1CC2CN(CC(O)CN2CC3CC(C2)c2cccc(=O)n2C3)C1 (stereo not given)	2	-0.2	1	-4	102	-0.5	3	-19	3	-3

Whole records, looked up by structure. Order of screens: H9c2 protect	aDG glyco up	Glyco luc inh	Vif imaging	ABCB6 inh MLPCN	iPSC survival up	m5-HT2A agonist	CaV13 ICDI inh	PDI turbidity	Exocytosis inh
Profile of `COC(=O)C1C2c3ccccc3C(c3ccccc32)C1C(=O)OC` (stereo not given) : -1	0.1	1	-6	100	0.0	-2	-5	-3	-2
Profile of `CC1COC2N=C(N[N+](=O)[O-])NC2O1` (stereo not given) : 6	-0.4	2	11	98	0.6	-2	-3	0	3
Profile of `C=CCc1ccc(OC)cc1` : 0	0.1	-2	-14	104	-2.4	-1	/	/	-4
Profile of `CN1C(=O)/C(=C/c2ccc(Cl)s2)C(=O)NC1=S` : -10	0.0	8	3	117	-0.5	9	-3	2	13

Source: PubChem (several laboratories)
